Assay outcomes as filed in PubChem.
M18AAP inhibitor: PfM18AAP inhibitors, malaria aminopeptidase, primary screen, biochemical, QFRET, recombinant enzyme; H-Glu-NHMec fluorogenic cleavage; inhibition, % at 7.35 µM; M18 aspartyl aminopeptidase (Plasmodium falciparum 3D7); AID 1822, 2009; 290,000 tested, 1.2% active;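 active = inhibition above the campaign mean inhibition over all tested compounds plus 3 SD, cut at about 28% in these data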;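 note: 0% = plate median of test compound wells and 100% = 2 mM ZnCl2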
DNA FID counter: compounds displacing fluorescent DNA intercalator, primary screen, artefact control for HCV NS3 helicase inhibitor project, biochemical, FID fluorescence | AID 1845, 2009 | 290,000 tested, 0.17% active | inhibition, % at 7.9 µM | DNA fluorescent intercalator displacement; in the data active = inhibition above about 37%;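 note: 0% = vehicle and 100% = reference compound; higher means more ethidium bromide displaced from hairpin DNA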
PHOSPHO1 inh: PubChem AID 1565; recombinant PHOSPHO1, absorbance phosphatase assay; inhibition, % at 13.3 µM; 290,000 tested, 1.1% active; in the data active = inhibition above about 60%
Target sequence (Q8TCT1 whole entry, looked up): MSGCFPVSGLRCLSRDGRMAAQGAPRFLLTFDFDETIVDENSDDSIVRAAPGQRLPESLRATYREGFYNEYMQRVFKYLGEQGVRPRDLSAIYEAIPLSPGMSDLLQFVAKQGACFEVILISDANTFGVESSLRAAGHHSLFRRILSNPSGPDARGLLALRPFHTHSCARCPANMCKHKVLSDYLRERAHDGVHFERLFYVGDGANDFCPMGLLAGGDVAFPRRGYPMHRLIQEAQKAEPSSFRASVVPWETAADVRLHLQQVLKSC
MEKK3 PB1 HTS: modulators of MEKK3-MEK5 PB1 binding, primary screen, biochemical, wildtype MEKK3, multiplex bead flow cytometry, Alexa488-MEK5. 290,000 tested, 1.4% active. binding response (% of control), % at 10 µM. AID 1529, 2009. bead-based flow cytometry, Alexa488-MEK5 binding to MEKK3; actives lie on both sides; 0 = blocked by unlabeled MEK5, 100 = vehicle;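 active = binding response more than 3 SD above or below the average of its plate-row segment, actives on both sides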;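 note: Alexa488 bead fluorescence after subtracting the streptavidin-only scavenger bead signal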
Target sequence (Q99759 whole entry, looked up): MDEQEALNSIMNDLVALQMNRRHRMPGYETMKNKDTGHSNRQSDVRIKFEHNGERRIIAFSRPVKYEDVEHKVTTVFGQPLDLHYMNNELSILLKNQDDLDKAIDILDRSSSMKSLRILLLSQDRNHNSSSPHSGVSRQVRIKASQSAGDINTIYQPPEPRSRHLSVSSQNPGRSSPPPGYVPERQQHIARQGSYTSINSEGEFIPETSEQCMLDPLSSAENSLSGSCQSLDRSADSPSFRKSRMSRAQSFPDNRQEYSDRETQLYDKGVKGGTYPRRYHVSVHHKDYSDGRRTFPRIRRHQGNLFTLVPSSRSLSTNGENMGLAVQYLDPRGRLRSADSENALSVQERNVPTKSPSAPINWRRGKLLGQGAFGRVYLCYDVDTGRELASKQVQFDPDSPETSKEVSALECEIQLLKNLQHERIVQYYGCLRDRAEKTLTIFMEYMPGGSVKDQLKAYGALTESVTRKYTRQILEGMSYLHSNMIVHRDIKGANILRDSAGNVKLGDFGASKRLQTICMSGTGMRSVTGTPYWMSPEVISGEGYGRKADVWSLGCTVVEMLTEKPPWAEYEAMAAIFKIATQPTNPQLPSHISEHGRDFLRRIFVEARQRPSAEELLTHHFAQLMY
MEKK2 WT-MEK5: modulators of MEK5 binding to wildtype MEKK2, primary screen, biochemical, multiplex bead flow cytometry, Alexa488-MEK5 | 290,000 tested, 1.1% active | Mitogen-activated protein kinase kinase kinase 2 (Homo sapiens), Q9Y2U5 | AID 1531, 2009 | Alexa488-MEK5 binding to MEKK2 WT; actives lie on both sides | binding response (% of control), % at 10 µM; in the data active = binding response below about 67% or above about 130%
GPR7 antag: GPR7 receptor antagonists, primary screen, cell-based, fluorescence, single concentration; AID 1861, 2009; 290,000 tested, 1.1% active; Neuropeptides B/W receptor type 1 (Homo sapiens), P48145; GPR7-expressing cells, fluorescence antagonist assay; inhibition, % at 4.4 µM; in the data active = inhibition above about 16%, passing the limit was not always enough;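 note: cells stimulated with the agonist NPW; 0% = agonist with vehicle and 100% = vehicle without agonist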
OXTR agonist: human OXTR agonists, primary screen, fluorescence, CHO-OTR cells, Fluo-8 calcium. Fluo-8 calcium fluorescence; normalized: DMSO 0%, oxytocin 100%. activation, % at 3 µM. 320,000 tested, 0.32% active;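 active = activation above the mean of all tested compounds plus 3 SD, cutoff set per screening run, cut at about 20% in these data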;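 note: peak over basal fluorescence ratio from a 100 s FLIPR kinetic read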
MEKK2mut PB1 HTS: MEK5 binding signal on mutant MEKK2 PB1, primary screen, biochemical, multiplex bead flow cytometry, Alexa488-MEK5 | Alexa488-MEK5 binding to MEKK2 mutant | 290,000 tested, 0.35% active | AID 1530, 2009 | percent response, % at 10 µM; in the data active = percent response above about 24%, passing the limit was not always enough; note: inactives centre near 1; some results filed as inactive read as strong as hits; reference of the scale not given here
NALP1 inh: NALP1 inflammasome inhibitors in reconstituted yeast, colorimetric, S. cerevisiae, triplicate retest. 280,000 tested, 0.61% active. S. cerevisiae NALP1/ASC/caspase-1 growth, X-gal OD620, 72 h. AID 2071, 2009. inhibition, % at 10 µM; in the data active = inhibition mostly above about 24%, no sharp cut-off; inactive = mostly below about 32%; note: some compounds called inactive have numbers as strong as hits
Starred values were filed as active, the others as inactive; nt = not tested or not shown; [ ] = remark or other dose. The order is random; any-hit rate near 6.2%.

no.	molecule	M18AAP inhibitor	DNA FID counter	PHOSPHO1 inh	MEKK3 PB1 HTS	MEKK2 WT-MEK5	GPR7 antag	OXTR agonist	MEKK2mut PB1 HTS	NALP1 inh
1	CC(=O)NN1C(=O)c2ccccc2NC1c1ccccc1O (stereo unspecified)	42*	-6	42	107	110	-17	1.0	4	-14
2	Cc1ccc(OCCCCn2cnc3ccccc32)c(C)c1	9	7	18	100	98	5	13	-5	-4
3	CN(C)S(=O)(=O)c1cccc(CSCc2cccc(S(=O)(=O)N(C)C)c2)c1	-8	-25	39	102	100	25	19	-3	12
4	O=C(O)C1C2C=CC(O2)C1C(=O)NC1CCCc2ccccc21 (stereo unspecified)	2	2	32	88	98	11	-0.1	-4	18
5	Cc1cccc(C(=O)Nc2ccc(N3CCN(S(C)(=O)=O)CC3)cc2)c1	4	-6	24	95	95	5	0.5	-3	17
6	Cc1ccc(NC(=O)C(=O)NNC(=O)c2cccs2)cc1	7	-4	20	113	116	-15	0.5	0	-8
7	Cc1cccc(N2CCN(C(=O)CCCCCn3c(=S)[nH]c4ccc(N5CCOCC5)cc4c3=O)CC2)c1C	7	-71	34	98	93	-20	-1.8	-11	-3
8	CS(=O)(=O)N1CC(C(=O)O)Oc2ccc(CC(=O)O)cc21 (stereo unspecified)	2	-2	-4	103	102	2	0.6	2	16
9	Nc1nc(-c2ccccc2)cn1N	-6	-3	21	101	104	9	0.1	9	-7
10	CCOc1c(Br)cc(C(N)=O)cc1OCc1ccccc1	2	-14	-3	94	95	-16	-1.3	-1	18
11	N#CCC(=O)N/N=C\c1cc(Br)ccc1OC/C=C/c1ccccc1	-1	-27	23	103	96	-10	nt	-3	2
12	C/C=C\C=C/C(=O)Nc1cccc(C2=NOC3(C2)C[C@@H](C(N)=O)N(C(=O)[C@H]2CCC(=O)N2)C3)c1 (stereo partly specified)	nt	nt	4	97	104	nt	-0.3	2	-9
13	CCCc1nnc(NC(=O)CCC(=O)N2CCN(CCOc3ccc(C)cc3)CC2)s1	-5	-17	-17	91	93	-13	4.8	-4	6
14	Cc1ccc(NC(=O)c2cc([N+](=O)[O-])ccc2N2CCOCC2)cc1S(=O)(=O)N(C)C	2	-12	19	101	104	-6	0.9	5	0
15	CCc1ccccc1NC(=O)Cn1ccn(-c2ccc(OC)cc2)c(=O)c1=O	-11	-20	22	102	103	0	-0.7	7	11

no.	molecule	M18AAP inhibitor	DNA FID counter	PHOSPHO1 inh	MEKK3 PB1 HTS	MEKK2 WT-MEK5	GPR7 antag	OXTR agonist	MEKK2mut PB1 HTS	NALP1 inh
16	CCOC(=O)N1CCN(CC(=O)Nc2c(C(=O)OC)[nH]c3cccc(Cl)c23)CC1	7	-33	16	102	105	-3	1.2	4	nt
17	Cc1cc(C)cc(N(CC(=O)NC2CCCC2)C(=O)CCC(=O)Nc2cc(C)ccn2)c1	4	-30	28	98	92	-2	0.5	-2	-7
18	Oc1ccc(N2CCN(c3nnnn3-c3ccccc3)CC2)cc1	32*	-12	-6	68	82	-1	-0.2	-12	-7
19	O=C(CSc1nnc(-c2ccncc2)o1)N1CCc2ccccc2C1	3	0	13	106	104	-12	2.6	-1	-1
20	N=C1C2=C3Sc4ccccc4N3CCCC2=NN1c1cccc(S(=O)(=O)O)c1	22	-25	2	103	99	-9	-0.7	0	16
21	COc1ccc(N(Cc2cc3ccc(C)cc3[nH]c2=O)S(=O)(=O)c2ccccc2)cc1	6	-41	36	98	96	-8	-0.8	0	6
22	NC(=O)CC(NC(=O)Cc1ccc(Br)cc1)c1ccc(N2CCc3ccccc3C2)c([N+](=O)[O-])c1 (stereo unspecified)	0	-9	0	104	104	15	-0.9	-3	30
23	CCc1ccccc1NS(=O)(=O)c1ccc2[nH]cc(C(=O)NCc3ccco3)c(=O)c2c1	-1	25	nt	101	100	-13	1.1	-2	nt
24	Cc1nc(Cc2nnc(SCc3nc(N)nc(Nc4ccccc4C)n3)o2)cs1	7	-19	26	101	106	-15	-2.2	2	-4
25	COc1ccc(NC(=S)Nc2cccc(C(C)=O)c2)cc1OC	15	0	6	99	101	-11	0.1	0	-12
26	COC(=O)C(C)n1cnc2c(nnn2-c2ccc(C)cc2)c1=O (stereo unspecified)	-5	-9	5	97	97	-6	-0.9	0	1
27	CC1CCCN(Cc2ccc(OCc3ccccc3)cc2)C1 (stereo unspecified)	-2	10	47	100	111	-1	2.4	3	22
28	O=C(Nc1ccc(F)cc1)C(=O)C1C(=O)Nc2ccccc21 (stereo unspecified)	5	0	-6	90	93	-14	0.0	-17	7
29	Clc1cccc(OCCN2CCOCC2)c1	-19	4	28	101	96	-13	0.8	-2	12
30	CCOC(=O)N1CCN(C(=O)CCCn2c(=S)[nH]c3ccsc3c2=O)CC1	7	-20	-22	102	95	-12	-0.5	-3	-1

no.	molecule	M18AAP inhibitor	DNA FID counter	PHOSPHO1 inh	MEKK3 PB1 HTS	MEKK2 WT-MEK5	GPR7 antag	OXTR agonist	MEKK2mut PB1 HTS	NALP1 inh
31	CCN(CC)CC(=O)NCc1cc(-c2ccc(OC)cc2)no1	-1	5	-135	111	123	-24	-0.5	15	-8
32	O=C(NCC1(N2CCCCC2)CCCCC1)C1CC(=O)N(c2ccc3c(c2)OCCO3)C1 (stereo unspecified)	-4	2	-94	105	102	-10	1.5	3	-12
33	COC(=O)c1cc(C(=O)OC)cc(N2C(=O)CC(NNC(=O)c3ccc(C)cc3)C2=O)c1 (stereo unspecified)	3	-21	-4	61*[inhibitor]	89	-4	-2.2	-1	23
34	COc1ccc(NC(=O)CN2C(=O)C(c3ccccc3)=NC23CCCCCC3)cc1	4	-19	-20	103	116	8	-3.3	12	36
35	O=C1CSC(c2cccnc2)N1CCc1ccccn1 (stereo unspecified)	-18	-4	4	86	93	1	-0.7	-8	nt
36	CC(C)(C)C(=O)N1CCn2c1nc1ccccc12	-8	-3	45	98	95	-4	-1.6	-1	11
37	CC(C)C1=NN2C(=N)CC(=O)N=C2S1	-8	-10	32	102	104	3	0.8	2	-5
38	CC(NC(=O)CCc1nnc(C2(c3ccc(Cl)cc3)CCC2)o1)C1CC1 (stereo unspecified)	5	-29	40	104	105	4	-1.0	4	-3
39	COc1ccc(-c2nc(CS(=O)CC(=O)NCc3cccnc3)c(C)o2)cc1 (stereo unspecified)	3	-13	9	109	110	-8	-1.6	10	-12
40	COc1ccc2c(c1)c(C(C)=O)c(C)n2-c1ccc(C(C)=O)cc1	1	-12	32	99	101	-10	nt	-2	5
41	COc1ccccc1Oc1nnnn1-c1ccc(C(N)=O)cc1	8	-2	5	101	104	-1	0.4	4	-4
42	Cn1ccnc1C1CCCCN1Cc1nc(Cc2ccccc2F)no1 (stereo unspecified)	-7	-5	23	103	106	-5	-0.3	3	-13
43	Cc1cc(C)cc(Nc2nc(-c3ccc(S(=O)(=O)N4CCCC4)cc3)cs2)c1	13	-3	-1	92	100	-13	-0.8	-2	-22
44	O=C(Nc1cccnc1)c1cccnc1	5	-1	-3	106	106	5	0.6	8	17
45	CCCCCNCc1ccc(Cl)cc1	-8	4	28	100	103	-6	0.1	0	-10

An excerpt from above in order of the MEKK2mut PB1 HTS value, smallest number first.
no. | SMILES | MEKK2mut PB1 HTS
13 | CCCc1nnc(NC(=O)CCC(=O)N2CCN(CCOc3ccc(C)cc3)CC2)s1 | -4
17 | Cc1cc(C)cc(N(CC(=O)NC2CCCC2)C(=O)CCC(=O)Nc2cc(C)ccn2)c1 | -2
31 | CCN(CC)CC(=O)NCc1cc(-c2ccc(OC)cc2)no1 | 15

(listing goes on)
no.	molecule	M18AAP inhibitor	DNA FID counter	PHOSPHO1 inh	MEKK3 PB1 HTS	MEKK2 WT-MEK5	GPR7 antag	OXTR agonist	MEKK2mut PB1 HTS	NALP1 inh
46	Cc1ccc(NC(=S)N(CCCN(C)C)Cc2cc3cc4c(cc3[nH]c2=O)OCO4)cc1	-2	38*	10	98	102	-10	0.6	4	10
47	Cc1cc(C)nc(SCC(=O)N/N=C/C=C/c2ccccc2)n1	4	-23	-10	111	103	0	0.4	0	16
48	Cc1ccccc1NS(=O)(=O)c1ccc(F)cc1	0	3	12	91	97	-17	-1.9	-7	3
49	CC1=C(C(=O)Nc2cccnc2)C(c2ccc3c(c2)OCO3)C2=C(CCCC2=O)N1 (stereo unspecified)	6	0	3	101	102	-7	1.4	2	2
50	COCCn1nnnc1C(C(C)C)N1CCCC(C)C1 (stereo unspecified)	3	2	39	85	94	1	-0.8	-3	-5
51	CC(C)NC(=S)N/N=C1\CCCCC1C1CCCCC1 (stereo unspecified)	4	-4	5	95	93	-11	-0.7	-2	4
52	CCOC(=O)C1CCN(C(=O)CN(c2ccc(Cl)c(C(F)(F)F)c2)S(C)(=O)=O)CC1	-4	-25	-6	102	102	13	0.5	-1	0
53	COC(=O)c1ccccc1NC(=O)C1CC(=O)N(c2ccc(C)cc2)C1 (stereo unspecified)	5	-11	-18	103	100	8	-1.0	-3	13
54	CC1CCCN(Cc2cccc(Oc3ccccc3)c2)C1 (stereo unspecified)	-2	3	49	105	113	2	-2.0	5	5
55	O=C(CCCc1ccccc1)NCc1ccc2c(c1)OCO2	2	-8	24	110	112	-1	nt	11	8
56	CCO[C@@H]1OC(C(N)=O)=C[C@H](c2ccccc2)[C@H]1CCCO	-7	-7	-12	97	93	-9	1.5	-3	9
57	CC(=O)NS(=O)(=O)c1ccc(NC(=S)NC(=O)C2CCC2)cc1	3	-4	nt	101	98	-11	nt	-1	26
58	Cc1ccc2oc(=S)n(C)c2c1	-1	-4	-15	97	103	-5	-1.9	-3	29
59	CCc1cccc(NC2c3ccccc3C(=O)N2c2cccnc2)c1 (stereo unspecified)	-1	-18	-2	106	106	3	-1.2	7	24
60	COc1ccc(-c2noc(CN3CCOCC3)n2)cc1OC	-4	-4	-10	1.0*[inhibitor]	0.0*[inhibitor]	-3	2.1	-65	-2
